Source: PubChem BioAssay (several laboratories)
CR mimetic SO = caloric restriction mimetics inhibiting age-related superoxide in yeast | superoxide response (% of plate mean), % at 10 µM | hit rate 0.18% among 330,000 | S. cerevisiae aged cells, superoxide DHE fluorescence; active compounds read low | AID 2690;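 active = superoxide response under a set limit, about three screen SD below normal, cut at about 65% in these data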;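 also: yeast aged for seven days with compound at 30 °C before DHE staining; 100% = average MFI of all compound-treated wells on the plate with controls excluded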
MEP2-GFP yeast = modulators of TOR pathway MEP2-GFP in S. cerevisiae; AID 2016; GFP response vs DMSO, % at 10 µM; S. cerevisiae MEP2-GFP strain, flow cytometry GFP, 3 h; 100% = DMSO control level; hit rate 0.51% among 330,000;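 active = GFP response versus DMSO above a set limit, roughly screen mean plus 3 SD, cut at about 180% in these data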;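 also: median GFP fluorescence of the barcode-gated MEP2-GFP cells per well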
proCasp3 act = procaspase-3 (human) activation; P42574; recombinant procaspase-3 D3A, Ac-DEVD-pNA absorbance 405 nm; activation, % at 8.5 µM; hit rate 0.11% among 330,000; AID 463141;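 active = activation above the mean of all tested compounds plus 3 SD, cut at about 21% in these data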;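 also: 0% = DMSO alone and 100% = DMSO wells spiked with extra 5 µM PC-3 D3A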
Target sequence (P42574 whole entry D9A/D28A/D175A): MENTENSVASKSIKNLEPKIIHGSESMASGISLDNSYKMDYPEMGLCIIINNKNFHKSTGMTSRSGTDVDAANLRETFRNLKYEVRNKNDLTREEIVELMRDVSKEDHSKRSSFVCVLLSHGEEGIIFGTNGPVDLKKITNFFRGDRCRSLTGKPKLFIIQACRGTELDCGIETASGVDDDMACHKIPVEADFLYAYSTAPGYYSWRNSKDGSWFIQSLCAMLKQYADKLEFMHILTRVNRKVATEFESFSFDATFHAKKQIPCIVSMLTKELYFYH
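Assay system – Procaspase-3 D3A mutant · Benchmarks – DMSO low control, extra-enzyme high control · Technique – 405 nm absorbance of p-nitroaniline, reads at 0 and 120 min · Doses – 8.5 µM nominal · Measure – % activation between DMSO and enzyme-spiked controls · Also added – Ac-DEVD-pNA chromogenic peptide substrate · Schedule – 1 h compound preincubation, 2 h substrate hydrolysis at 25 °C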
LAP4-GFP MLPCN = alters LAP4-GFP fluorescence in TOR pathway yeast screen; GFP response vs DMSO, % at 10 µM; hit rate 0.34% among 320,000; AID 2023; S. cerevisiae LAP4-GFP multiplex, flow cytometry GFP, 3 h; median GFP as percent of DMSO wells;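 active = GFP response vs DMSO above a set limit, about the screen mean plus 3 SD, cut at about 150% in these data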
procasp7 counter = counter-screen for procaspase-3 activators: activators of human procaspase-7 | AID 463210 | activation, % at 8.5 µM | recombinant procaspase-7, Ac-DEVD-pNA absorbance 405 nm; D23A/D198A/D206A triple mutant, cannot self-cleave; scale: DMSO 0, 5 µM enzyme 100 | hit rate 0.093% among 330,000;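 active = percent activation above the screen-wide mean plus 3 SD, cut at about 25% in these data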
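Assay system: Uncleavable procaspase-7 mutant enzyme / Input: 2 µM procaspase-7 mutant as dispensed / Dosing: single nominal 8.5 µM compound dose, 0.8% DMSO final / Timing: 1 h enzyme–compound preincubation and 2 h substrate reaction, both 25 °C / Detection: p-Nitroaniline absorbance at 405 nm, read at 0 and 120 min / Replication: singlicate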
GASC-1 inh = blocks human GASC-1 demethylase activity; Q9H3R0; GST-JMJD2C(1-420) H3K9me3 demethylation, DELFIA europium; inhibition, % at 2.35 µM; hit rate 0.069% among 330,000;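 active = more than half of a compound's replicate wells show inhibition beyond 50%, single wells judged on their own value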;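 also: signal counts dimethyl H3K9 product captured on neutravidin plate; 0% = median of DMSO wells and 100% = 0.3 times that DMSO median; strong numbers were not always called active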
RPL19A-GFP yeast = modulators of TOR pathway RPL19A-GFP in S. cerevisiae; S. cerevisiae RPL19A-GFP strain, flow cytometry, 3 h; active compounds read low; percent response vs DMSO, % at 10 µM; hit rate 0.3% among 330,000; AID 2025;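 active = percent response vs DMSO below 50%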;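 also: median channel GFP fluorescence of the barcoded RPL19A-GFP strain; ratio of sample median GFP to plate DMSO average so 100% = DMSO; lower means less RPL19A-GFP as with rapamycin TOR inhibition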
AHR activator = activates the human aryl hydrocarbon receptor. activation, % at 5 µM. AHR-responsive luciferase reporter cells, luminescence. hit rate 2.5% among 320,000. AID 2796; in the data active = activation above about 47%;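 also: 0% = vehicle wells and 100% = reference agonist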
Target sequence (P35869 whole entry, looked up): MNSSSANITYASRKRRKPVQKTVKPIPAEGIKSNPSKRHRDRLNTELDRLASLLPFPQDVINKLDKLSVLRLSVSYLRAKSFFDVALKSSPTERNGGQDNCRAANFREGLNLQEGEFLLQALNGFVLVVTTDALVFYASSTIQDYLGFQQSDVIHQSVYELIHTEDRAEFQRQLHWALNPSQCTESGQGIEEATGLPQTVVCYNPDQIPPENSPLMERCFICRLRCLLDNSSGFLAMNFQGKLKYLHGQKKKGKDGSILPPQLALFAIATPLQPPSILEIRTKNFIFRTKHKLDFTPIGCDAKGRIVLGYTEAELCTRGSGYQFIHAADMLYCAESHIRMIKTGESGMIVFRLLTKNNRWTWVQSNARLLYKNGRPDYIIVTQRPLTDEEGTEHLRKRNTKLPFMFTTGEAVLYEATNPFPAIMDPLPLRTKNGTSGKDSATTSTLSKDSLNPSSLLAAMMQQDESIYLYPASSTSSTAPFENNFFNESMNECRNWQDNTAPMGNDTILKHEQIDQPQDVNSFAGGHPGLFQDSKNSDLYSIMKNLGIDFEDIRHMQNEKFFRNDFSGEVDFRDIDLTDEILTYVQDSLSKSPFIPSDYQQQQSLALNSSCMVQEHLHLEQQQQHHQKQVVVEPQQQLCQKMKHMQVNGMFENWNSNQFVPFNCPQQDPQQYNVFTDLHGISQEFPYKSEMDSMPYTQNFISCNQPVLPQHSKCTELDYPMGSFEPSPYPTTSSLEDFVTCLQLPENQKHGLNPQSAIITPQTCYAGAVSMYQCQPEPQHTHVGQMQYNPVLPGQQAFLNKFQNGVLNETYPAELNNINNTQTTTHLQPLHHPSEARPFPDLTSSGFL
* = called active by the depositor; & = joins results of further samples. Not a hit list, and some 3.8% of all compounds hit somewhere here.

`Cc1cccc2cc(CN(CCN3CCCC3)C(=O)NC3CCCCC3)c(=O)[nH]c12` gave CR mimetic SO 89, MEP2-GFP yeast 107, proCasp3 act -1, LAP4-GFP MLPCN 105, procasp7 counter -3, GASC-1 inh 4, RPL19A-GFP yeast 100 and AHR activator 19.
CCOC(=O)C1(Cc2ccccc2Cl)CCN(C(=O)CN2CCOC2=O)CC1 was read as CR mimetic SO 93, MEP2-GFP yeast 97, proCasp3 act 12, LAP4-GFP MLPCN 104, procasp7 counter 7, GASC-1 inh 6, RPL19A-GFP yeast 96 and AHR activator 4.
`CC(C)/C=C/CN1CCCC(N2CCN(c3cccc(Cl)c3)CC2)C1` (stereo unspecified) gave CR mimetic SO 89, MEP2-GFP yeast 102, LAP4-GFP MLPCN 97, GASC-1 inh 3 and RPL19A-GFP yeast 106.
`O=C1C=C(c2ccc3c(c2)oc2ccccc23)C[C@@H](c2ccc(Cl)cc2)C1` gave CR mimetic SO 102, MEP2-GFP yeast 97, proCasp3 act -5, LAP4-GFP MLPCN 106, procasp7 counter 1, GASC-1 inh 2, RPL19A-GFP yeast 102 and AHR activator 1.
Screening CCC(=O)Nc1cc(SCCO)cc([N+](=O)[O-])c1 returned CR mimetic SO 122, MEP2-GFP yeast 100, proCasp3 act -4, LAP4-GFP MLPCN 102, procasp7 counter -4, GASC-1 inh 4, RPL19A-GFP yeast 102 and AHR activator 5.
For O=C(CC1COc2ccccc2O1)NCCc1ccccc1 (stereo unspecified) the results were CR mimetic SO 91, MEP2-GFP yeast 96, proCasp3 act 2, LAP4-GFP MLPCN 102, procasp7 counter -2, GASC-1 inh 8, RPL19A-GFP yeast 92 and AHR activator 5.
Screening CCCCCCn1c2c(c(=N)c3c1CCC3)CCC2 returned CR mimetic SO 86, MEP2-GFP yeast 103, proCasp3 act 6, LAP4-GFP MLPCN 86, procasp7 counter 6, GASC-1 inh -6, RPL19A-GFP yeast 95 and AHR activator -11.
Screening COc1ccccc1NCCC(=O)OCC(=O)NC1CCCCCC1 returned CR mimetic SO 119, MEP2-GFP yeast 103, proCasp3 act -6, LAP4-GFP MLPCN 93, procasp7 counter 10, GASC-1 inh -3, RPL19A-GFP yeast 106 and AHR activator 1.
COc1ccc(NC(=S)N(CCc2c(C)[nH]c3ccccc23)Cc2ccco2)cc1 was read as CR mimetic SO 96, MEP2-GFP yeast 107, proCasp3 act 9, LAP4-GFP MLPCN 105, procasp7 counter 2, GASC-1 inh -2, RPL19A-GFP yeast 100 and AHR activator 5.
`Cc1ccc(C(=O)c2c[nH]c(C(=O)NCc3cccnc3)c2)cc1` gave CR mimetic SO 90, MEP2-GFP yeast 97, proCasp3 act 5, LAP4-GFP MLPCN 95, procasp7 counter -13, GASC-1 inh 4, RPL19A-GFP yeast 105 and AHR activator 12.
`C(=N\Nc1nc2ccccc2s1)/c1ccco1` gave CR mimetic SO 88, MEP2-GFP yeast 97, proCasp3 act -1, LAP4-GFP MLPCN 112, procasp7 counter -5, GASC-1 inh 1, RPL19A-GFP yeast 92 and AHR activator 103*.
CSc1ccc(Cl)c(C(=O)NC2CCCC2)c1 was read as CR mimetic SO 99, MEP2-GFP yeast 113, proCasp3 act 6, LAP4-GFP MLPCN 100, procasp7 counter 8, GASC-1 inh 1, RPL19A-GFP yeast 98 and AHR activator 4.
O=C(NCCCc1ccccc1)c1cnc2n(c1=O)CCS2 was read as CR mimetic SO 105, MEP2-GFP yeast 108, proCasp3 act -2, LAP4-GFP MLPCN 108, procasp7 counter 3, GASC-1 inh -2, RPL19A-GFP yeast 100 and AHR activator 10.
For CC(=O)Oc1ccc(/C=N/NC(=S)Nc2ccccc2)cc1 the results were CR mimetic SO 90, MEP2-GFP yeast 78, proCasp3 act -1, LAP4-GFP MLPCN 86, procasp7 counter 0, GASC-1 inh 7, RPL19A-GFP yeast 100 and AHR activator 12.
Screening COc1cc(CNCCc2c[nH]c3ccccc23)cc(Cl)c1OCC(N)=O returned CR mimetic SO 95, MEP2-GFP yeast 103, proCasp3 act 4, LAP4-GFP MLPCN 99, procasp7 counter 6, GASC-1 inh 0, RPL19A-GFP yeast 102 and AHR activator 1.
`CCOc1ccccc1NC(=S)N1CCN(c2ccc(O)cc2)CC1` gave CR mimetic SO 102, MEP2-GFP yeast 109, proCasp3 act -10, LAP4-GFP MLPCN 92, procasp7 counter -27, GASC-1 inh 5, RPL19A-GFP yeast 109 and AHR activator 1.
N#Cc1c(NC(=O)c2ccccc2)sc2c1CCCCC2 was read as CR mimetic SO 94, MEP2-GFP yeast 97, proCasp3 act 1, LAP4-GFP MLPCN 103, procasp7 counter 4, GASC-1 inh -3, RPL19A-GFP yeast 93 and AHR activator 10.
`CCNc1nc(NCC)nc(SCCOc2ccc(C)cc2)n1` gave CR mimetic SO 106, MEP2-GFP yeast 97, proCasp3 act -6, LAP4-GFP MLPCN 89, procasp7 counter -5, GASC-1 inh -4, RPL19A-GFP yeast 96 and AHR activator 2.
Cc1noc(C)c1COc1ccc(CC(=O)NCCc2ccccc2)cc1 was read as CR mimetic SO 108, MEP2-GFP yeast 88, proCasp3 act 4, LAP4-GFP MLPCN 83, procasp7 counter 16, GASC-1 inh -13, RPL19A-GFP yeast 96 and AHR activator 6.
For CN(C(=O)COC(=O)/C=C/c1ccc(C(F)(F)F)cc1)c1c(N)n(Cc2ccccc2)c(=O)[nH]c1=O the results were CR mimetic SO 88, MEP2-GFP yeast 98, proCasp3 act 5, LAP4-GFP MLPCN 115, procasp7 counter 12, GASC-1 inh 1, RPL19A-GFP yeast 105 and AHR activator -1.
`O=C(Nc1nc(-c2ccccc2)cs1)Nc1ccc(F)cc1F` gave CR mimetic SO 110, MEP2-GFP yeast 107, proCasp3 act 4, LAP4-GFP MLPCN 94, procasp7 counter -1, GASC-1 inh 10, RPL19A-GFP yeast 100 and AHR activator -6.
Cc1cc(C)nc(-n2nc(C)cc2NC(=O)CNC2CCCCC2)n1 was read as CR mimetic SO 95, MEP2-GFP yeast 105, proCasp3 act 3, LAP4-GFP MLPCN 100, procasp7 counter 6, GASC-1 inh -27, RPL19A-GFP yeast 98 and AHR activator 10.
For Cc1ccc(N(C(=O)c2snc(C(N)=O)c2N)C(C(=O)NCCC(C)C)c2ccco2)cc1 (stereo unspecified) the results were CR mimetic SO 89, MEP2-GFP yeast 94, proCasp3 act 11, LAP4-GFP MLPCN 99, procasp7 counter 1, GASC-1 inh -14, RPL19A-GFP yeast 94 and AHR activator 3.
O=C1NC(Cc2ccc(O)cc2)c2nc3ccc(Cl)cc3c(=O)n2-c2ccccc21 (stereo unspecified) was read as CR mimetic SO 92, MEP2-GFP yeast 94, proCasp3 act 1, LAP4-GFP MLPCN 96, procasp7 counter -3, GASC-1 inh -6, RPL19A-GFP yeast 100 and AHR activator 2.
For CSc1nc(N2CCOCC2)c2c3c(sc2n1)CCCC3 the results were CR mimetic SO 72, MEP2-GFP yeast 103, proCasp3 act -6, LAP4-GFP MLPCN 101, procasp7 counter 8, GASC-1 inh -1, RPL19A-GFP yeast 101 and AHR activator 5.
`S=c1[nH]nc(CCc2ccccc2)n1-c1ccc(Cl)cc1` gave CR mimetic SO 99, MEP2-GFP yeast 95, proCasp3 act -2, LAP4-GFP MLPCN 109, procasp7 counter -17, GASC-1 inh 1, RPL19A-GFP yeast 97 and AHR activator 0.
O=C(CCNc1n[nH]c(=O)[nH]c1=O)N/N=C\c1ccc(Br)cc1 was read as CR mimetic SO 94, MEP2-GFP yeast 99, proCasp3 act -3, LAP4-GFP MLPCN 102, procasp7 counter 11, GASC-1 inh -2, RPL19A-GFP yeast 98 and AHR activator 8.
Screening COc1ccc(CCN2C(=O)c3[nH]nc(-c4ccccc4O)c3C2c2cccc(O)c2)cc1OC (stereo unspecified) returned CR mimetic SO 109, MEP2-GFP yeast 98, proCasp3 act 7, LAP4-GFP MLPCN 103, procasp7 counter -1, GASC-1 inh 8&-21, RPL19A-GFP yeast 95 and AHR activator 19.
For CCOC(=O)CNC(c1ccccc1)c1cc(Br)ccc1NC(=O)CCN1CCOCC1 (stereo unspecified) the results were CR mimetic SO 90, MEP2-GFP yeast 89, proCasp3 act 5, LAP4-GFP MLPCN 93, procasp7 counter 3, GASC-1 inh -18, RPL19A-GFP yeast 102 and AHR activator 0.
Screening CCOC(=O)c1sc(N(Cc2ccccc2)C(=O)COC(=O)c2ccc(O)cc2)nc1C returned CR mimetic SO 101, MEP2-GFP yeast 98, proCasp3 act -1, LAP4-GFP MLPCN 98, procasp7 counter 2, GASC-1 inh -1, RPL19A-GFP yeast 105 and AHR activator 4.
Screening CC(C(=O)NCCc1ccc(F)cc1)N1CCN(Cc2ccccc2)CC1 (stereo unspecified) returned CR mimetic SO 105, MEP2-GFP yeast 213*, proCasp3 act 7, LAP4-GFP MLPCN 139, procasp7 counter 9, GASC-1 inh -8, RPL19A-GFP yeast 103 and AHR activator 4.
CC1=CC(C)(C)n2c(O)c(N=NC(N)=S)c3c(C)ccc1c32 was read as CR mimetic SO 103, MEP2-GFP yeast 105, proCasp3 act -1, LAP4-GFP MLPCN 98, procasp7 counter 2, GASC-1 inh 6, RPL19A-GFP yeast 102 and AHR activator 2.
`CC(C)C[C@H](NC(=O)OC(C)(C)C)C(=O)N[C@@H](CO)[C@H](O)[C@@H]1C[C@@H]1C(=O)N1CCCC1` gave CR mimetic SO 100, MEP2-GFP yeast 103, proCasp3 act 8, LAP4-GFP MLPCN 105, procasp7 counter 0, GASC-1 inh 8, RPL19A-GFP yeast 100 and AHR activator -1.
Screening Cc1cc(C)cc(OCc2nnc(SCC(=O)OC(C)C)o2)c1 returned CR mimetic SO 93, MEP2-GFP yeast 101, proCasp3 act -2, LAP4-GFP MLPCN 99, procasp7 counter 6, GASC-1 inh 2, RPL19A-GFP yeast 100 and AHR activator 0.

Retrieved one by one from the entries so far (4):
Screening CCOC(=O)c1sc(N(Cc2ccccc2)C(=O)COC(=O)c2ccc(O)cc2)nc1C returned CR mimetic SO 101, MEP2-GFP yeast 98, proCasp3 act -1, LAP4-GFP MLPCN 98, procasp7 counter 2, GASC-1 inh -1, RPL19A-GFP yeast 105 and AHR activator 4.
Cc1cc(C)nc(-n2nc(C)cc2NC(=O)CNC2CCCCC2)n1 was read as CR mimetic SO 95, MEP2-GFP yeast 105, proCasp3 act 3, LAP4-GFP MLPCN 100, procasp7 counter 6, GASC-1 inh -27, RPL19A-GFP yeast 98 and AHR activator 10.
Screening COc1ccc(CCN2C(=O)c3[nH]nc(-c4ccccc4O)c3C2c2cccc(O)c2)cc1OC (stereo unspecified) returned CR mimetic SO 109, MEP2-GFP yeast 98, proCasp3 act 7, LAP4-GFP MLPCN 103, procasp7 counter -1, GASC-1 inh 8&-21, RPL19A-GFP yeast 95 and AHR activator 19.
O=C1NC(Cc2ccc(O)cc2)c2nc3ccc(Cl)cc3c(=O)n2-c2ccccc21 (stereo unspecified) was read as CR mimetic SO 92, MEP2-GFP yeast 94, proCasp3 act 1, LAP4-GFP MLPCN 96, procasp7 counter -3, GASC-1 inh -6, RPL19A-GFP yeast 100 and AHR activator 2.
